Screening data: PubChem BioAssay, several laboratories
SKN-1 inh – C. elegans SKN-1 inhibition; C. elegans VP596 Pgst-4::GFP/RFP ratio, acrylamide-induced, 24 h; inhibition, % at 21.8 µM; 0.49% of 360,000 active;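 active = interference check ratio from 0.5 to 1.5 plus GFP to RFP signal ratio inhibition reaching or exceeding a fixed threshold, cut at about 30% in these data, passing the limit was not always enough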; note: some compounds called inactive have numbers as strong as hits
MsrA act – bovine methionine sulfoxide reductase A activation; activation, % at 10.6 µM; 0.3% of 360,000 active; AID 602163; purified bovine MsrA, absorbance read-out; in the data active = activation above about 7.5%;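 note: 0% = vehicle and 100% = reference activator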
MT1-MMP act inh – inhibitors of human MT1-MMP activation | AID 651647 | P50281 | 0.061% of 360,000 active | GFP/RFP ratio change, % at 20 µM | HT1080 RFP-PRO-GFP cells, GFP/RFP ratio fluorescence, overnight; percent of plate control window, DMSO zero;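 active = GFP/RFP ratio change of at least 30% with cell ATP level not reduced by more than half and red fluorescence within 50% of control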; note: strong numbers were not always called active
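Assay system: HT1080 cells carrying an RFP-PRO-GFP reporter | Dosing: Single dose of 20 µM compound, 1% DMSO final | Incubation: Cells overnight before dosing, compound overnight, 37 °C, 5% CO2 | Evaluation: GFP/RFP fluorescence ratio | Control set: DMSO and RFP-L50D-GFP cell wells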
Neddylation inh – blocks human cullin neddylation | P61081+Q13564 | TR-FRET cullin neddylation, biochemical | calls only at 25 µM | 0.58% of 360,000 active | AID 651699; in the data active = inhibition above about 36%
Target sequence (P61081 whole entry, looked up): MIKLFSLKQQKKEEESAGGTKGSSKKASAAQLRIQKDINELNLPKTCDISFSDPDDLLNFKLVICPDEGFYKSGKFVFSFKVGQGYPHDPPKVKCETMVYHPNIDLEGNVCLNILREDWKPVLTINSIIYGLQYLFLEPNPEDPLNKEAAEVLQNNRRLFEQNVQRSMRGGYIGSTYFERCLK
Target sequence (Q13564 whole entry, looked up): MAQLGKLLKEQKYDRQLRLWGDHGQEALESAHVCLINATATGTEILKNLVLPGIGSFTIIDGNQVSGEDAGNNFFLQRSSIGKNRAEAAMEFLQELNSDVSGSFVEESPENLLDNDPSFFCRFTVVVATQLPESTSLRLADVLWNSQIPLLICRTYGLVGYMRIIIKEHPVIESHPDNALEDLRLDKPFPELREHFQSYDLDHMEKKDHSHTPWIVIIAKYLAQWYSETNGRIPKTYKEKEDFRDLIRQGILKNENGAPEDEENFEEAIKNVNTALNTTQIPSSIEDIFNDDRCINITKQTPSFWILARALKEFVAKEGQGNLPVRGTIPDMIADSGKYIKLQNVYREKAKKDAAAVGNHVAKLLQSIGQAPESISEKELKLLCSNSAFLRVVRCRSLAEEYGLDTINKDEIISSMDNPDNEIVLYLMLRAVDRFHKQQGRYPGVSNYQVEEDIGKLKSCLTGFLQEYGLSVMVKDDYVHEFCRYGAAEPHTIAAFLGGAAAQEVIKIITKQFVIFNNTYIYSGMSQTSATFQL
PABP1 MLLE inh – blocks PAM2 peptide binding to the PABP1 MLLE domain. P11940. GST-MLLE / FITC-PAM2 fluorescence polarization. inhibition, % at 20 µM. 0.36% of 360,000 active. AID 588489; in the data active = inhibition above about 35%, passing the limit was not always enough;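 note: plate controls were DMSO wells with GST-MLLE for no effect and wells lacking GST-MLLE protein for full effect; some results filed as inactive read as strong as hits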
FAS TE block – blocks the thioesterase domain of human fatty acid synthase | P49327 | recombinant FAS-TE, OMFH fluorogenic substrate, fluorescence endpoint | inhibition, % at 15 µM | 0.67% of 360,000 active;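 active = compounds whose normalised, plate-corrected inhibition of enzyme fluorescence in the single-dose primary screen is 50% or more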;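 note: 0% = DMSO with enzyme and 100% = substrate without enzyme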
Rin1 Abl inh – blocks binding of human Rin1 to Abl; P00519+Q13671; TR-FRET Rin1/Abl binding, biochemical; inhibition, % at 7.35 µM; 0.4% of 360,000 active; in the data active = inhibition above about 5%, passing the limit was not always enough
eLon inh – E. coli protease La inhibition | inhibition, % at 7.94 µM | 0.42% of 360,000 active | purified E. coli Lon protease, fluorescence polarization | P0A9M0 | AID 602123; in the data active = inhibition above about 13%, passing the limit was not always enough;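 note: 0% = enzyme with probe and DMSO and 100% = no enzyme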
CendR NRP1 mod – modulators of CendR peptide binding to human neuropilin-1. AID 602438. O14786. inhibition, % at 25 µM. 0.85% of 360,000 active. FAM-RPARPAR peptide binding to NRP-1, fluorescence polarization;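 active = inhibition or corrected inhibition above about 18%, plus a signal ratio from 0.5 to 1.5, limit read from the data, passing the limit was not always enough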; note: strong numbers were not always called active
* hit, by the source's call; i = inactive; x = no result given.

Fields: SKN-1 inh, MsrA act, MT1-MMP act inh, Neddylation inh, PABP1 MLLE inh, FAS TE block, Rin1 Abl inh, eLon inh, CendR NRP1 mod
#1 CCN(CC)c1ncnc2c1cnn2Cc1ccc(C)cc1
  -5.2, -2.4, 4.1, i, -0.1, 4.6, 0.6, 4.8, -4.1
#2 Cc1cc(C)nc(NS(=O)(=O)c2ccc(NC(=S)NC(=O)c3cccnc3)cc2)n1
  6.5, -1.9, -1.0, i, 30.3, -2.5, 1.4, 0.0, 6.6
#3 CCCC(=O)N(Cc1cc2cccc(C)c2[nH]c1=O)c1ccccc1OC
  0.1, -4.3, 1.2, i, 1.9, -8.6, 2.1, 5.3, 14.1
#4 O=C(Nc1ccccc1)OCCNC(=O)c1ccccc1
  3.5, -1.8, 3.7, i, 1.7, -5.8, -0.2, 0.9, -8.6
#5 CC(C)(C)c1ccccc1NC(=O)Nc1nc(C(N)c2ccccc2)cs1 (stereo not drawn)
  11.2, -2.2, -4.4, i, -14.0, -6.7, 5.4, 0.6, -12.0
#6 O=C(NCCC1CCCCN1S(=O)(=O)c1ccc(F)cc1)C(=O)NC1CC1 (stereo not drawn)
  -6.3, -1.6, -2.9, i, 18.0, -4.1, -2.1, -14.6, -1.7
#7 O=C(CSc1nc2c(c(=O)[nH]1)CCC2)Nc1cccc(Cl)c1
  -24.8, -14.0, 1.9, i, -24.7, -3.2, 2.8, -5.1, -16.1
#8 CCOc1ccc2c(c1)nc(SCC(=O)c1cccs1)n2C
  13.8, -1.6, 0.5, i, -111.3, 6.2, 1.0, -8.6, 3.7
#9 COc1ccc(C(=O)NC2(C(F)(F)F)C(=O)Nc3c2c(=O)[nH]c(=O)n3CCc2ccc(OC)c(OC)c2)cc1 (stereo not drawn)
  -29.4, 4.2, 0.9, i, -0.5, -8.0, 4.1, -0.7, -9.2
#10 CCOc1ccc(-c2ccc(/C=C3/C(=N)N4C(C)=CSC4=NC3=O)o2)c([N+](=O)[O-])c1
  17.0, -3.3, 20.6, i, -9.7, 6.1, -4.2, -32.1, -18.5
#11 O=C(O)c1cc(NCc2c(F)cccc2Cl)ccc1N1CCOCC1
  14.3, -7.6, -3.8, i, 13.5, -7.9, 5.7, 8.2, 0.2
#12 O=C(CNC(=O)C12CC3CC(CC(C3)C1)C2)OCc1cc(=O)n2cc(Br)ccc2n1
  6.0, -3.3, 1.3, i, 3.2, 6.0, 4.8, 9.9, 1.4
#13 COc1ccc(S(=O)(=O)N(C)C[C@H]2Oc3ccc(NC(=O)C4CC4)cc3C(=O)N([C@H](C)CO)C[C@@H]2C)cc1
  -2.3, -5.6, -2.1, i, 4.9, -9.8, 18.8*, 12.7, 6.1
#14 CCOC(=O)c1cc(NC(=O)N(CC)C2CCCCC2)c(C)nc1C
  5.0, -1.5, 5.9, i, -1.5, -0.7, -0.3, -0.7, -4.9
#15 COc1ccccc1N1CCN(C(=O)[C@@H]2CCCN2C2=NS(=O)(=O)c3ccccc32)CC1
  11.9, -0.6, -1.4, i, -2.9, -3.4, -4.6, 0.1, -0.7

Fields: SKN-1 inh, MsrA act, MT1-MMP act inh, Neddylation inh, PABP1 MLLE inh, FAS TE block, Rin1 Abl inh, eLon inh, CendR NRP1 mod
#16 Cc1ccnc(NS(=O)(=O)c2ccc(NC(=O)Cc3cccs3)cc2)n1
  -29.4, -1.4, -3.7, i, -21.2, -5.7, -3.7, -8.4, -45.7
#17 COc1cccc(NC(=O)CNCc2ccccc2)c1
  -4.5, -1.3, -5.1, i, 1.2, -2.0, 1.1, -1.9, 2.4
#18 O=C(Nc1cccc(C(F)(F)F)c1)c1cccc(NS(=O)(=O)c2ccc(Br)c(C(=O)O)c2)c1
  1.8, -1.4, -1.2, i, -9.6, -2.2, -2.0, -8.9, -12.5
#19 COCCn1c(SCc2csc(-c3ccccc3)n2)nc2ccccc21
  12.1, -0.8, -1.5, i, -5.4, 20.7, -3.5, -3.3, -1.2
#20 Cc1cccc(N(Cc2cc3ccc(C)cc3[nH]c2=O)C(=O)c2ccco2)c1
  6.9, -6.6, -1.3, i, 0.0, 2.6, 0.5, -5.3, -5.6
#21 CCOc1ccc(CNC(=O)CCc2cn(C)c3ccccc23)cc1OC
  5.9, -0.6, 4.6, i, 12.9, -5.0, -2.2, -6.5, 1.9
#22 CCN(CC)C(=O)COc1ccc(-c2ccccc2)cc1
  19.5, -0.7, 0.9, i, 6.8, -3.2, -3.4, 0.6, -9.5
#23 O=C(N/N=C\C=C\c1ccco1)c1cc(-c2ccc3ccccc3c2)n[nH]1
  3.9, -5.8, -1.0, i, -14.0, 6.5, -1.1, -5.3, -41.6
#24 Nc1cc(C(=O)OCC(=O)NC(c2ccccc2)c2ccccc2)ccc1Cl
  8.4, -4.5, 1.9, i, 4.0, -7.4, -1.9, -2.8, -10.7
#25 CC(C)(C)C(=O)Nc1ccc(-c2cn3ccsc3n2)cc1
  5.6, -1.5, 8.9, i, -2.2, -1.0, -0.2, 3.4, 4.5
#26 CCN(CC)S(=O)(=O)c1ccc(N2CCN(CCO)CC2)nc1
  1.7, -2.6, -2.7, i, 10.1, -10.9, 0.3, 1.2, 11.6
#27 CSc1cc(-c2ccccc2)n(C)c(=O)c1C#N
  3.9, -3.2, 0.7, i, -13.9, 20.6, -1.5, -4.4, 8.7
#28 COc1cc2cc(CN(CCO)S(=O)(=O)c3ccccc3)c(=O)[nH]c2cc1OC
  -5.9, 1.7, 5.8, i, -1.1, -3.6, 0.9, 0.1, -5.5
#29 Cc1ccc(NC(=O)c2ccco2)cc1
  15.5, 1.3, -2.8, i, 17.3, -8.1, 0.1, -3.6, 4.1
#30 CN(C)S(=O)(=O)c1ccc(N2CCCC2)c(C(=O)Nc2ccc(Br)cc2F)c1
  -4.1, -8.4, 1.7, i, -56.2, 10.5, 0.6, -3.1, 4.7

Fields: SKN-1 inh, MsrA act, MT1-MMP act inh, Neddylation inh, PABP1 MLLE inh, FAS TE block, Rin1 Abl inh, eLon inh, CendR NRP1 mod
#31 Cc1cccc2c1cnn2C(=O)CCC(=O)N1CC(C)CC(C)C1 (stereo not drawn)
  -8.2, -0.4, 2.9, i, 12.5, 9.3, -2.1, -11.5, -2.8
#32 COCCCn1c(SCC(=O)N2CCCC(C)C2)nnc1-c1ccco1 (stereo not drawn)
  1.8, -2.5, -1.3, i, 4.3, -4.1, 3.9, -4.3, -7.4
#33 CCOc1ccc2nc(N=NC3=C(O)CC(C)(C)CC3=O)sc2c1
  35.3*, -3.0, 11.4, i, -8.8, -0.1, -2.2, 0.9, 8.9
#34 O=C(COC(=O)c1ccc(Cl)nc1)Nc1cc(S(=O)(=O)N2CCOCC2)ccc1Cl
  5.9, -9.1, -2.8, i, -1.9, -7.8, -1.6, -2.5, 3.3
#35 CCOC(=O)CNC(=O)CCc1nnc2ccc(N3CCC(C)CC3)nn12
  4.6, -1.5, 3.3, i, 0.4, 0.0, 2.4, 2.6, 10.9
#36 CCC(C)(C(=O)NC1CCCCC1)N(Cc1cccs1)C(=O)Cc1cccs1 (stereo not drawn)
  6.4, -0.5, -4.3, i, 11.5, 3.1, -0.6, 2.2, 8.5
#37 Cc1ccnc(NC(=O)C2CCCN(S(=O)(=O)c3ccc4[nH]c(=O)ccc4c3)C2)c1 (stereo not drawn)
  -1.3, -1.5, -2.4, i, -20.6, -8.5, 1.9, 4.3, 8.7
#38 FC(F)(F)c1ccccc1NC(=S)N1CCCC1
  3.0, -4.3, 1.0, i, -12.9, -5.9, -4.2, -0.2, -6.2
#39 CCC(=O)NC(Nc1nc2ccc(C)cc2s1)(C(=O)OC)C(F)(F)F (stereo not drawn)
  -8.9, -0.1, -5.2, i, -5.1, -7.0, 0.2, -1.5, -7.3
#40 CCOc1cc(C(=O)NC2=NCCS2)cc(OCC)c1OCC
  -3.7, -2.2, 2.2, i, 5.8, 0.3, -1.2, -11.7, 2.3
#41 COc1ccccc1/C=C/C=N/n1c(C)nnc1C
  -0.1, -2.3, 0.8, i, -8.4, -0.5, 2.3, -6.3, 6.6
#42 CC(C)(C)C(=O)CN1C(=O)C2(OCCO2)c2ccccc21
  14.0, -10.8, 0.1, i, 12.4, -9.5, 1.1, -1.6, 4.3
#43 Cc1cc(C(=O)Nc2ccc3ccccc3c2)c(C)o1
  16.0, -1.9, 2.0, i, -1.5, 8.7, -2.3, -8.5, 2.1
#44 CCCCN(C=O)c1c(CC)nc2c(OCc3ccc(S(C)(=O)=O)cc3)cccn12
  3.4, -0.6, 1.2, i, 4.3, 26.5, 0.9, -11.2, 1.4
#45 CCCCN(C(=O)Cc1ccc(S(=O)(=O)N2CCOCC2)s1)c1c(N)n(CCCC)c(=O)[nH]c1=O
  11.7, -2.8, -5.6, i, -29.3, -4.3, -0.1, -3.9, -12.6

Entries from the list above with a COOH group:
Fields: SKN-1 inh, MsrA act, MT1-MMP act inh, Neddylation inh, PABP1 MLLE inh, FAS TE block, Rin1 Abl inh, eLon inh, CendR NRP1 mod
#11 O=C(O)c1cc(NCc2c(F)cccc2Cl)ccc1N1CCOCC1
  14.3, -7.6, -3.8, i, 13.5, -7.9, 5.7, 8.2, 0.2
#18 O=C(Nc1cccc(C(F)(F)F)c1)c1cccc(NS(=O)(=O)c2ccc(Br)c(C(=O)O)c2)c1
  1.8, -1.4, -1.2, i, -9.6, -2.2, -2.0, -8.9, -12.5

Carrying on:
Fields: SKN-1 inh, MsrA act, MT1-MMP act inh, Neddylation inh, PABP1 MLLE inh, FAS TE block, Rin1 Abl inh, eLon inh, CendR NRP1 mod
#46 Cc1c(C)c(C)c(CN2CCCC2)c(C)c1C
  -1.0, 0.1, -2.3, i, -6.5, -3.8, 0.9, 1.7, 7.6
#47 CC[C@H](C)[C@H](NC(N)=O)C(=O)NCCc1ccc(Cl)cc1Cl
  11.2, -1.2, 1.8, i, 8.5, -0.1, 1.7, -0.7, 2.7
#48 CCN(CC(=O)NCc1cccs1)C(=O)c1ccc(-c2cccc(C(F)(F)F)c2)o1
  -7.6, -13.2, -8.4, i, 21.6, 9.9, -1.0, 12.1, 20.0
#49 Cc1cc(C(=O)N/N=C\c2ccc(COc3ccc([N+](=O)[O-])cc3)o2)ccc1[N+](=O)[O-]
  -25.9, 2.8, -1.4, i, -0.8, -1.6, 0.7, 6.2, -9.7
#50 CN(C)S(=O)(=O)c1ccccc1N=C=S
  -6.1, 0.8, 1.2, i, 19.7, -5.3, 2.8, -5.7, 8.1
#51 CCn1c(-c2nn(C)c(C)c2Cl)n[nH]c1=S
  7.0, -1.1, 3.9, i, -0.4, -5.9, -0.3, -0.4, 4.2
#52 COc1ccc(C(=O)Nc2ccc(NS(=O)(=O)c3ccccc3)cc2)cc1OC
  6.2, -8.5, 7.0, i, -0.8, 0.9, -2.7, 6.1, 3.9
#53 CC(C)C(C)NC(=O)CSc1ccc(S(=O)(=O)N2CCOCC2)cn1 (stereo not drawn)
  -9.0, -11.0, 4.0, i, -2.8, -3.1, 4.7, -8.5, -8.9
#54 CCOC(=O)c1cnc2c(CC)cccc2c1NCCN1CCOCC1
  10.0, 0.6, 4.2, i, 13.0, -1.5, -7.0, -2.2, 3.8
#55 Cc1nnc(SCC(=O)c2cc(C)n(C3CC3)c2C)s1
  12.4, -1.2, 1.9, i, 16.4, -1.5, 1.7, -2.8, -2.6
#56 CC(=O)C1=NN(c2ccccc2)C(c2ccc3c(c2)OCO3)N1c1ccccc1 (stereo not drawn)
  4.2, -3.1, -33.7, x, -32.6, 34.8, 2.1, -18.3, -32.7

Not a hit list. About 4% of those tested had a hit in this group.
